Screening results (PubChem)
esBAF inh = inhibitors of esBAF chromatin remodeling in mouse ES cells; Bmi1-luciferase knock-in reporter, 24 h; 100% = twice the neutral-well signal; reporter increase, % at 12.5 µM; hit rate 2% among 350,000; AID 602393; in the data active = activation above about 40%;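 note: 0% = median of the plate's neutral control wells and 100% = double that signal; a rise in the Bmi1 reporter signal indicates esBAF inhibition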
E-selectin induc = E-selectin induction on HUVECs | P16581 | HUVEC E-selectin immunofluorescence imaging; normalized: neutral wells 0, TNF-alpha wells 100 | activation, % at 7.58 µM | hit rate 0.37% among 260,000;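 active = mean E-selectin-positive cell signal at least 10% of the positive control, reached in at least 60% of replicates, without over 20% cell loss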;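 note: in these data hits start at about 27%; measured in HUVEC primary endothelial cells; signal is the percent of cells scored E-selectin positive by PE staining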
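Material: HUVEC primary endothelial cells; Amount: 3,000 cells per well; Dosing: single concentration; Medium: EGM-2 growth medium on 0.1% gelatin-coated wells; Read-out basis: percent E-selectin-positive cells; Signal: immunofluorescence imaging; Control set: TNF-alpha, DMSO.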
ERp5 inh = blocks human ERp5 reductase activity on insulin; Q15084; ERp5 insulin aggregation, absorbance 650 nm, 90 min; AID 651711; hit rate 0.05% among 350,000; inhibition, % at 9.99 µM;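 active = mean replicate inhibition above about 25%, with every replicate also reaching it, limit read from the data, passing the limit was not always enough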
RAD52 inh = RAD52 (human) annealing inhibition; P43351; recombinant RAD52 DNA annealing, FRET fluorescence; hit rate 0.46% among 360,000; inhibition, % at 18.7 µM;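 active = every replicate showing at least 50% inhibition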
Target sequence (P43351 whole entry, looked up): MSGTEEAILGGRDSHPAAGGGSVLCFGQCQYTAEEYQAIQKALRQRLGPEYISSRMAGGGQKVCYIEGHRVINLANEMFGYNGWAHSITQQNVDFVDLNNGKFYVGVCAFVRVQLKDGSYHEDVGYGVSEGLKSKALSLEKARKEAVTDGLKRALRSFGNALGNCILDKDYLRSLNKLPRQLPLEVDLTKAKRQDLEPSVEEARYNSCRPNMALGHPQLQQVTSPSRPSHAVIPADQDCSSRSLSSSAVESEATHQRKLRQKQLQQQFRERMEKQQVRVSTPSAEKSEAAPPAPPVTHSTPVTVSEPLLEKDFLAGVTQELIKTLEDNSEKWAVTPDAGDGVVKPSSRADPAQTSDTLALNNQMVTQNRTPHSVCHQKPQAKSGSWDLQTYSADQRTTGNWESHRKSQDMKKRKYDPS
RAD54 inh = blocks human RAD54 Holliday junction branch migration; hit rate 0.14% among 360,000; FAM/BHQ fluorescence; inhibition, % at 10.4 µM;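 active = mean normalized replicate activity at least 40 and at least half of replicates scoring 40 or more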;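 note: 0% = median of neutral control wells and 100% = median of positive control wells; inhibitors cause a drop in the FAM fluorescence signal; in these data hits start at about 50%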
CASP6 VEID inh = caspase-6 (human) enzyme inhibition; P55212; AID 686996; inhibition, % at 12.5 µM; hit rate 0.53% among 350,000; purified caspase-6, Z-VEID-R110 cleavage fluorescence;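 active = mean inhibition across replicates at least about 35%, with every replicate also reaching that limit, limit read from the data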;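 note: 0% = median of neutral control wells and 100% = no fluorescence left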
Target sequence (P55212 24-179 limits assumed): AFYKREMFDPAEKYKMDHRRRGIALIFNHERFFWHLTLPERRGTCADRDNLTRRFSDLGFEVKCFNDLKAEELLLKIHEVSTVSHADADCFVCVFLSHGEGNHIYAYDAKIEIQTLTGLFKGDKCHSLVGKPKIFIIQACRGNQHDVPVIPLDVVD
Target sequence (P55212 194-293 limits assumed): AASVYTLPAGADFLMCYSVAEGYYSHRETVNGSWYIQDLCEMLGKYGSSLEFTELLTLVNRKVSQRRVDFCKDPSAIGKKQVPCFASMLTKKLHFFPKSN
ARNT TACC3 PPI = ARNT/TACC3 interaction disruption. hit rate 0.66% among 390,000. AlphaScreen His-ARNT PAS-B/GST-TACC3 binding, luminescence; TACC3 fragment carries E629A point mutation. inhibition, % at 9.99 µM. Q9Y6A5. AID 623870;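 active = mean inhibition of replicates at least 50% and at least half of replicates each reaching 50%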;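 note: 0% = complete ARNT plus TACC3 wells and 100% = ARNT alone without TACC3; many hits fall short of the cut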
PglD DTNB = PglD (C. jejuni) enzyme inhibition; purified PglD enzyme, DTNB colorimetric CoA detection; inhibition, % at 12.5 µM; hit rate 0.098% among 360,000; AID 602405; in the data active = inhibition above about 16%, passing the limit was not always enough; note: strong numbers were not always called active
* = called active by the depositor; . = not tested or not shown.

Values run as follows: RAD52 inh	ARNT TACC3 PPI	RAD54 inh	CASP6 VEID inh	ERp5 inh	PglD DTNB	esBAF inh	E-selectin induc
1) C=CC(O)Cc1c(C)n[nH]c1C (stereo unspecified)
→ -8	-11	12	0	5	3	1	.
2) CCOC(=O)N1CCN(C(=S)NCCOC)CC1
→ .	-8	12	.	.	0	-3	.
3) O=c1[nH]nc(SCc2cc(Cl)ccc2Cl)c(=O)[nH]1
→ -8	-3	.	2	-2	.	.	-0.1
4) CC(C)C1Nc2ccc(C(=O)N3CCN(c4ccccn4)CC3)cc2NC1=O (stereo unspecified)
→ -23	5	-6	.	3	-2	8	.
5) C[C@@H]1CN([C@@H](C)CO)C(=O)c2cc(NC(=O)Nc3ccc(C(F)(F)F)cc3)ccc2O[C@@H](C)CCCCO[C@H]1CN(C)S(=O)(=O)c1ccc(Cl)cc1
→ .	7	-8	.	.	1	-5	1.3
6) CCn1cc(S(=O)(=O)CC(=O)Nc2cc(C)on2)c2ccccc21
→ .	-2	-5	.	.	-4	-3	.
7) CC=Cc1ccc2n(c1=O)C[C@@H]1[C@@H](CO)[C@H](C(=O)NCC)[C@H]2N1C(=O)Nc1cc(F)ccc1F (mixture of isomers)
→ 1	-13	5	0	-2	0	1	0.3
8) CC(=O)NS(=O)(=O)c1ccc2sc(C)nc2c1
→ -6	-5	-5	0	3	0	2	0.4
9) Cc1ccc(CSc2nnc(-c3ccccc3N)c(=O)[nH]2)cc1
→ .	6	-8	.	.	4	-8	.
10) CCCCc1c(-c2ccc(OC)cc2)ncn1CCc1ccccc1OC
→ 7	.	.	5	0	.	.	-0.2
11) Cn1c(CCNC(=O)c2ccccc2)nc2cc(NC(=O)c3ccco3)ccc21
→ .	28	-5	.	.	-7	22	.
12) c1cc2c(cc1CN1CCOCC1)OCO2
→ .	-8	1	.	.	-3	-5	.
13) COc1ccccc1NC(=O)Nc1nnc([C@H]2C[C@H](O)[C@@H](CO)O2)s1
→ -2	.	10	0	1	-4	2	1.5
14) O=C(N/N=C/c1ccc(Br)cc1)c1cc[n+]([O-])cc1
→ -8	-15	6	1	-1	-5	0	-0.1
15) Cc1ccc(S(=O)(=O)Nc2cccc3c2O[C@@H](CN(C)Cc2ccncc2)[C@H](C)CN([C@@H](C)CO)C3=O)cc1
→ 9	.	-1	1	-1	-3	5	-0.1

An excerpt from above with just CASP6 VEID inh and PglD DTNB.
entry | Molecule | CASP6 VEID inh | PglD DTNB
3 | O=c1[nH]nc(SCc2cc(Cl)ccc2Cl)c(=O)[nH]1 | 2 | .
4 | CC(C)C1Nc2ccc(C(=O)N3CCN(c4ccccn4)CC3)cc2NC1=O (stereo unspecified) | . | -2
5 | C[C@@H]1CN([C@@H](C)CO)C(=O)c2cc(NC(=O)Nc3ccc(C(F)(F)F)cc3)ccc2O[C@@H](C)CCCCO[C@H]1CN(C)S(=O)(=O)c1ccc(Cl)cc1 | . | 1
6 | CCn1cc(S(=O)(=O)CC(=O)Nc2cc(C)on2)c2ccccc21 | . | -4
7 | CC=Cc1ccc2n(c1=O)C[C@@H]1[C@@H](CO)[C@H](C(=O)NCC)[C@H]2N1C(=O)Nc1cc(F)ccc1F (mixture of isomers) | 0 | 0
8 | CC(=O)NS(=O)(=O)c1ccc2sc(C)nc2c1 | 0 | 0

Carrying on.
Values run as follows: RAD52 inh	ARNT TACC3 PPI	RAD54 inh	CASP6 VEID inh	ERp5 inh	PglD DTNB	esBAF inh	E-selectin induc
16) CCCCNC(=O)c1ccccc1SCc1c(C)noc1C
→ -6	0	-8	-5	-2	-1	5	-0.2
17) C=CCN(C(=O)Cn1ncc2c1-c1cc(C)ccc1OC2)c1ccccc1
→ -3	-2	2	0	-1	4	6	0.0
18) CC(=O)c1cccc(NC(=S)N2CCN(c3ccccn3)CC2)c1
→ -12	-5	3	-2	1	1	9	-0.4
19) O=C1c2ccccc2C(=O)C1c1ccncc1
→ .	8	18	.	.	4	-27	.
20) CCCC(=O)NC(c1cccc([N+](=O)[O-])c1)c1ccc2cccnc2c1O (stereo unspecified)
→ -31	.	-10	-6	5	0	-53	-0.2
21) CCC1(CC)NC(=S)N(Nc2ccccc2)C1=O
→ .	-5	-4	.	.	2	4	.
22) Cc1cc(Cl)ccc1NC(=S)NCc1ccccc1
→ .	-1	1	.	.	5	-1	.
23) COc1ccc(N2CCN(c3oc(COc4ccc(Cl)cc4)nc3C#N)CC2)cc1
→ .	-3	-3	.	.	2	-3	.
24) COc1ccc(CCNC(=O)c2ccc3c(=O)n(Cc4ccco4)c(=S)[nH]c3c2)cc1OC
→ -26	-5	-3	5	5	-4	-2	.
25) CN(C)S(=O)(=O)Nc1ccccc1F
→ -1	-1	.	2	1	.	.	0.4
26) O=C(Nc1ccccc1)c1cccc(-c2nnc(-c3ccccc3)o2)c1
→ .	4	3	.	.	-2	26	.
27) OCC[C@@H]1C[C@@H](O)[C@H](O)[C@@]2(CCCc3ccccc3O2)O1
→ -15	-3	-3	.	11	-1	-5	-0.1
28) COc1ccc([N+](=O)[O-])cc1NCC(=O)c1ccc(C)cc1
→ -3	3	-3	-1	4	2	-6	0.2
29) COc1ccc(N(C(=O)c2ccccc2OC)C2C=CS(=O)(=O)C2)c(OC)c1 (stereo unspecified)
→ -2	-3	-13	1	0	-3	0	.
30) CCn1nnnc1SCC(=O)c1cccc(OC)c1
→ .	-1	-6	.	.	3	16	.

Values run as follows: RAD52 inh	ARNT TACC3 PPI	RAD54 inh	CASP6 VEID inh	ERp5 inh	PglD DTNB	esBAF inh	E-selectin induc
31) Cc1cc(C(=O)N2CCc3ccccc32)c2ccccc2n1
→ .	20	11	.	.	4	-7	.
32) O=C(NC1CCSC1=O)c1cccc(Cl)c1 (stereo unspecified)
→ -3	-7	2	2	2	4	-5	.
33) CC(C)(C)NC(=O)NC(=O)COC(=O)CNS(=O)(=O)c1ccc(Br)cc1Cl
→ -7	-2	3	10	-8	3	.	2.9
34) CCCn1c(=O)[nH]c(=O)c2c1nc(-c1ccc3c(c1)OCCO3)n2CCN1CCOCC1
→ .	-5	-6	.	.	9	-2	.
35) CC(=O)c1ccc(OCC(=O)Nc2ccccc2N2CCCC2)cc1
→ 0	6	-5	-2	4	0	-5	-4.6
36) CCCN(C(=O)c1cn(CCC)c2ccccc12)c1ccc(Oc2cccnc2)cc1
→ -28	.	.	1	-4	.	.	0.2
37) COc1ccc(NC(=O)CCNC(=O)c2ccco2)cc1OC
→ -13	-2	-7	1	4	2	4	.
38) CC1CN(C(=O)COC(=O)c2cncc(Br)c2)CC(C)O1 (stereo unspecified)
→ 0	.	10	-1	-3	0	6	0.1
39) CC12CN3CCN(CC(C3)/C1=N\N=C1/C3CN4CCN(C3)CC1(C)C4)C2
→ -7	-4	2	-13	4	2	-3	-6.8
40) CC(C)NC(=O)N(C)C[C@@H]1Oc2ncc(/C=C/c3ccccc3)cc2C(=O)N([C@H](C)CO)C[C@@H]1C
→ -11	-4	4	-1	-8	1	2	-4.3
41) COc1ccccc1CN1[C@H](C(=O)NCCc2ccncc2)[C@@H](CO)[C@@H]2Cn3c(cccc3=O)[C@@H]21
→ -4	-3	1	.	4	0	-2	-0.2
42) CCOC(=O)Cc1csc(NC(=O)CSc2nnnn2-c2ccc(C)c(C)c2)n1
→ -5	.	2	-1	3	3	-5	.
43) COc1ccc(-c2ccc3c(=O)cc(-c4ccsc4)oc3c2)cn1
→ -249	-6	-8	-3	6	3	7	-0.1
44) CN1C(=O)c2cc(NC(=O)c3cccs3)ccc2OC[C@@H]2O[C@H](CC(=O)NCC(F)(F)F)CC[C@H]21
→ 8	19	-3	-3	-1	3	1	0.1
45) CCCCCCC1C(C#N)=C(N)OC2=C1C(=O)CC(C)(C)C2 (stereo unspecified)
→ -7	-6	3	-5	-5	-1	4	0.1

Compound profiles, as listed above. Screens in order: RAD52 inh	ARNT TACC3 PPI	RAD54 inh	CASP6 VEID inh	ERp5 inh	PglD DTNB	esBAF inh	E-selectin induc
CC12CN3CCN(CC(C3)/C1=N\N=C1/C3CN4CCN(C3)CC1(C)C4)C2 reads -7	-4	2	-13	4	2	-3	-6.8
CCCn1c(=O)[nH]c(=O)c2c1nc(-c1ccc3c(c1)OCCO3)n2CCN1CCOCC1 reads .	-5	-6	.	.	9	-2	.

More records:
Values run as follows: RAD52 inh	ARNT TACC3 PPI	RAD54 inh	CASP6 VEID inh	ERp5 inh	PglD DTNB	esBAF inh	E-selectin induc
46) C[C@@H]1CCCCO[C@H](CN(C)C(=O)CCC(F)(F)F)[C@@H](C)CN([C@H](C)CO)C(=O)c2cc(NS(=O)(=O)c3ccc(F)cc3)ccc2O1
→ 15	18	3	8	-3	0	-11	.
47) Cc1ccc(/C=N/NC(=O)c2ccc3c(c2)OCCO3)s1
→ 0	-1	.	-1	1	.	.	0.4
48) O=S(=O)(Cc1ccc(Cl)cc1)N1CCN(Cc2ccccc2)CC1
→ 3	8	.	4	-7	.	.	.
49) CCOc1ccc2sc(NS(=O)(=O)c3ccc(N)cc3)nc2c1
→ -14	-2	-2	2	8	-1	1	4.0
50) CCc1ccc(-n2c(C)n[nH]c2=S)cc1
→ -10	-9	.	-6	2	.	.	-1.5
51) CC(OC(=O)c1cccc(S(=O)(=O)N2CCCC2)c1)C(=O)NC1CCCCC1C (stereo unspecified)
→ 2	-3	.	3	6	.	.	-0.3
52) CCc1nnc(NC(=O)CSCc2cc(=O)n3nc(C(C)C)sc3n2)s1
→ -14	0	0	2	-3	1	2	-0.2
53) CCc1ccc(C(=O)COC(=O)c2ccccc2OC)cc1
→ -10	-30	-4	-2	-4	3	.	-0.3
54) O=C(NCc1ccco1)C1CCCN(S(=O)(=O)c2cnc[nH]2)C1 (stereo unspecified)
→ -23	-14	-5	3	3	-2	5	.
55) OC[C@@H]1[C@H](c2ccc(/C=C/c3ccccc3)cc2)[C@@H]2CN(Cc3ccncc3)CCCCN12
→ 21	5	-3	0	-1	6	23	-0.8
56) Cc1ccccc1Nc1nc(N)nc(COC(=O)CCS(=O)(=O)c2ccccc2)n1
→ .	15	6	.	.	1	-2	.
57) Cc1onc(-c2ccc3c(c2)OCO3)c1-c1ccc2[nH]ccc2c1
→ -25	1	-6	0	5	-3	9	0.6
58) C[C@@H]1CN([C@@H](C)CO)C(=O)c2cc(NS(=O)(=O)c3cn(C)cn3)ccc2O[C@@H](C)CCCCO[C@H]1CN(C)Cc1ccc2c(c1)OCO2
→ .	-5	1	.	.	2	2	-0.4
59) Cc1ccc(S(=O)(=O)N[C@@H]2CC[C@H](CC(=O)NCc3ccncn3)O[C@@H]2CO)cc1
→ -14	21	-9	4	10	0	0	0.8
